ASM inhibitor: blocks human secretory acid sphingomyelinase | 340,000 tested, 0.006% active | P17405 | placental ASM, HMU-PC fluorogenic substrate, 60 min | Potency, µM (top dose mostly 57.5 µM), for inactives: top-dose activity change, negative = inhibition, hits mostly inhibitors; note: potency is the fitted concentration of half-maximal effect
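qHTS format. ASM enzyme prepared from human placenta hydrolyses the fluorogenic substrate HMU-PC0 (9 uM final) over 60 min at 37 °C after a 10 min compound preincubation.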
A-T KAP1 phos: candidate therapy for ataxia-telangiectasia; Potency, µM (top dose mostly 57.5 µM), inactives show top-dose activation, most hits filed as activators; […] A-T fibroblasts, KAP-1 phosphorylation AlphaLISA; neocarzinostatin DNA damage 30 min before lysis; 320,000 tested, 0.19% active; note: potency is the fitted concentration of half-maximal effect; % of control where 0% means no effect; nearly all actives have a fitted effect of over 45% in size
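ATM-like activity read as KAP-1 phosphorylation via AlphaLISA donor/acceptor antibody pairs after lysis and 6 hr at 25C. Cells were ATM-null patient fibroblasts ([…], hTERT), dosed 60 min, then exposed to the DSB inducer NCS for 30 min.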
Integrin act MD: activators of alpha7 integrin expression for muscular dystrophy; Potency, µM (titrated, usually from 38.3 µM), inactives show top-dose activation, actives largely listed as activators; AID 624291; 350,000 tested, 0.064% active; alpha7betagal myoblasts, beta-gal FDG fluorescence, 48 h;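 note: potency is the fitted concentration of half-maximal effect; 100% = response of the positive control SU9516; nearly all actives have a fitted effect of over 60% in size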
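alpha7betagal+/- myoblasts (passage 13, 250/well) treated 48 h at 37C with compounds at 1:260 dilution of DMSO stock. Lysed, then beta-galactosidase activity read as FDG fluorescence (ex 480/em 540) after 30 min, with pre-read for autofluorescence.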
Menin MLL FP TR: displaces Texas Red mutant MLL peptide from human menin; O00255; Menin + Texas Red MLL mutant peptide, fluorescence polarization; Potency, µM (titrated, usually from 61.6 µM), for the others: at the top dose FP activity change, negative = inhibition, hits mostly inhibitors; 270,000 tested, 0.23% active; active = well fitted inhibition curve with a large enough effect in the polarisation, with a control signal flat, not every such curve was filed as active; inconclusive = small, poorly fitted or top-dose-only effect, or effect the other way, or a change in a side signal; inactive = no such curve, though single readings can be large or run the other way; the % refers to the polarisation; note: potency is the fitted concentration of half-maximal effect; % of control where 0% means no effect; many of its hits are not listed in these tables
TCR act: T cell receptor activation. 330,000 tested, under 10 active. Potency, µM (doses to about 9.22 µM), inactives show at the top dose activation of IL-2 secretion, most hits filed as activators. primary human leukocytes, anti-CD3, IL-2 HTRF, 48 h. AID 504894; note: % of control where 0% means no effect
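Human primary leukocytes + a-CD3 beads + cpd, 48 hr; IL-2 in supernatant by HTRF (ex 320nm / em 665nm). No co-stimulatory signal supplied.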
MBNL1 CUG block: inhibitors of human MBNL1 binding to CUG repeat RNA. Q9NR56. TR-FRET MBNL1-His/biotin-(CUG)12 binding, 665/545 ratio. Potency, µM (top dose mostly 57.5 µM), without a hit: at the highest dose activity change, negative = inhibition, actives largely listed as inhibitors. 280,000 tested, 0.036% active. AID 2675; active = well fitted inhibition curve with a large enough effect in the signal ratio, with a control signal flat, not every such curve was filed as active; inconclusive = small, poorly fitted or top-dose-only effect, or effect the other way, or a change in a side signal; inactive = no such curve, though single readings can be large or run the other way; the % refers to the signal ratio; note: potency is the fitted concentration of half-maximal effect; % is set by controls: 0 for no effect and ±100 for the full control effect
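Inhibition of protein-RNA binding appears as loss of TR-FRET between terbium anti-His antibody on MBNL1-His and streptavidin-XL665 on biotin-(CUG)12. Activity is normalized to buffer-only and uninhibited-complex controls.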
Mito fusion act: blocks mitochondrial division or promotes mitochondrial fusion; Potency, µM (highest dose often 46.1 µM), for inactives: top-dose growth rescue (activation), hits mostly activators; 320,000 tested, 0.23% active; S. cerevisiae fusion-defective mutant growth rescue, CellTiterGlo 48 h; AID 485298;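 note: potency is the fitted concentration of half-maximal effect; % of control where 0% means no effect; nearly all actives have a fitted effect of over 45% in size; temperature-sensitive fusion mutants such as fzo1-1 at 37 °C on non-fermentable ethanol glycerol medium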
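Yeast fusion mutant, YPEG (non-fermentable carbon), compound, 48 h at 37C non-permissive; CellTiterGlo added, 10 min RT, luminescence read. Rescued growth = division inhibition.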
CXXC DNA block: inhibitors of human MLL CXXC domain-DNA interaction | Q03164 | MLL-CXXC / FITC-HOXA9 DNA fluorescence polarization | Potency, µM (doses to about 115 µM), without a hit: top-dose activity change, negative = inhibition, most hits filed as inhibitors | 290,000 tested, 0.037% active; active = well fitted inhibition curve with a large enough effect in the polarisation, with a control signal flat, not every such curve was filed as active; inconclusive = small, poorly fitted or top-dose-only effect, or effect the other way, or a change in a side signal; inactive = no such curve, though single readings can be large or run the other way; the % refers to the polarisation; note: potency is the fitted concentration of half-maximal effect
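Purified MLL-CXXC (added from a 7 uM solution) was preincubated 5 min at ambient with pinned compounds in 50 mM Tris-HCl pH 7.5, 50 mM NaCl, 1 mM DTT, 0.05% BSA. Fluorescein-labeled HOX-A9 DNA (50 nM solution) followed, 30 min, then polarization read.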
TSHR antagonist: human thyrotropin receptor antagonism | P16473 | TSHR-expressing cells, TSH-stimulated cAMP HTRF, 2 h; active compounds read low | activity change, negative = inhibition, % at 11.5 µM | 330,000 tested, 0.2% active;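 active = activity change below a set negative limit, meaning inhibition stronger than a set level, cut at about -70% in these data; inconclusive = activity change between two set negative limits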; note: % is set by controls: 0 for no effect and ±100 for the full control effect
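Competitive HTRF cAMP read-out (cryptate anti-cAMP antibody, cAMP-d2; 30 min, room temperature) in freshly harvested TSHR cells. Compounds added before TSH at EC80 (4nM final), followed by 2 hours' incubation at 37 deg C.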
TSG101-PTAP inh: blocks PTAP/TSG101 interaction to inhibit HIV-1 budding | Potency, µM (titrated, usually from 115 µM), for inactives: at the highest dose activity change, negative = inhibition, usual class: inhibitors | Fluorescence polarization, FITC-PTAP peptide / Tsg101 binding | Q99816 | 340,000 tested, under 10 active; active = well fitted inhibition curve with a large enough effect in the main read-out, with a control signal flat, not every such curve was filed as active; inconclusive = small, poorly fitted or top-dose-only effect, or effect the other way, or a change in a side signal; inactive = no such curve, though single readings can be large or run the other way; note: potency is the fitted concentration of half-maximal effect; % of control where 0% means no effect
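Tsg101 binding domain (10 uM final) was mixed with compound and a FITC-labeled PTAP peptide (50 nM final) in HEPES pH 7.5 buffer with NaCl, Tween 20, EDTA and TCEP; fluorescence polarization was read after 20 min at r.t.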
An asterisk follows results filed as active; u = inconclusive; x = not tested or not shown; [ ] = another dose, or the depositor's remark. Unless noted, calls come from the whole dose curve; as a rule, active = well fitted curve in the direction sought with a large enough effect; inconclusive = small, poorly fitted or top-dose-only effect, or another doubt; inactive = no such curve, though single readings can be large; an effect the other way counts as inactive or inconclusive.

SMILES | ASM inhibitor | A-T KAP1 phos | Integrin act MD | Menin MLL FP TR | TCR act | MBNL1 CUG block | Mito fusion act | CXXC DNA block | TSHR antagonist | TSG101-PTAP inh
CCC(=O)OCC(=O)N=c1sccn1Cc1ccccc1Cl | -3.5% | -4.5% | 14.9% | x | 0.7% | -0.7% | -0.7% | -8.9% | 2.1 | -0.2%
COc1ccc(CCNC(=O)c2cccc(S(=O)(=O)NC(C)c3ccccc3)c2)cc1 (stereo not drawn) | -5.4% | -1.0% | 17.5% | x | x | x | -0.1% | x | 22.8 | 0.0%
CN(C)S(=O)(=O)c1ccc(C(=O)NCCN=C2NS(=O)(=O)c3ccccc32)cc1 | 1.8% | 3.4% | -3.9% | u | 11.6% | -2.9% | -4.6% | 0.8% | 4.3 | -1.9%
O=C(CS(=O)c1ccccc1[N+](=O)[O-])Oc1ccc(Br)cc1 (stereo not drawn) | -1.4% | -0.7% | u | 6.4% | -9.2% | u | 2.4% | -12.6% | 11.6 | -11.8%
O=C(c1ccc(Cl)c(S(=O)(=O)N2CCCC2)c1)N1CCCCC1 | 1.5% | 10.2% | 12.1% | -0.6% | -8.9% | -4.0% | 1.4% | 5.3% | -0.1 | -1.1%
CCC1Oc2ccccc2N(CC(=O)NC2CCCCC2C)C1=O (stereo not drawn) | -1.1% | 1.0% | -25.6% | 7.6% | -0.4% | 2.0% | 1.4% | 47.8%[activator] | 15.3 | -4.0%
Cn1c(=O)cc(SCC(=O)NCCCN2CCN(c3ccccc3F)CC2)c2ccccc21 | 5.0% | -4.1% | 16.2% | u | 1.0% | 4.4% | -0.4% | -11.5% | 1.9 | -5.4%
CCC(C)(C)NC(=O)CN(C(=O)C(=O)Nc1ccc2c(c1)OCCO2)C1CC1 | 3.2% | 1.3% | -45.8%[inhibitor] | -0.1% | -1.6% | 2.8% | 10.8% | 43.1%[activator] | -3.6 | -1.1%
CC1CC(C)CN(C(=O)CSc2nnc(-c3ccc(F)cc3)o2)C1 (stereo not drawn) | 3.3% | 2.1% | -6.3% | -2.3% | -8.6% | 4.4% | 6.2% | -10.4% | -5.4 | -1.5%
Cc1ccc(S(=O)(=O)N2[C@@H](c3ccccc3F)C(C(=O)O)=CC[C@H]2c2ccc(Cl)cc2)cc1 | 1.4% | 4.8% | 5.4% | x | 2.2% | x | -2.4% | x | 34.2 | -4.8%
COc1cc(NC(=O)/C=C/c2ccccc2[N+](=O)[O-])cc(OC)c1 | 2.5% | -0.9% | 10.5% | u | -0.4%[46.1 µM] | u | u | 8.8% | -3.9 | -5.2%
O=C(CCCNC(=O)/C(=C\c1ccc(F)cc1)NC(=O)c1ccccc1)OCc1ccccc1 | 0.7% | -0.1% | 22.0% | -10.9% | -3.0% | 4.3% | -6.2% | 8.2% | 4.6 | -5.4%
O=c1c2c([N+](=O)[O-])cc([N+](=O)[O-])cc2sn1-c1ccc(Br)cc1 | -10.7% | -9.6% | 25.6% | u | -1.4%[46.1 µM] | u | 14.2% | 18.8% | -0.5 | -5.0%
CSc1nc(Cl)cc(N(CCO)CCO)n1 | 1.5% | 0.5% | 22.5% | 12.0% | 4.6% | 6.8% | 2.5% | 0.2% | 22.4 | -4.0%
CCn1ncc(/C=N/NS(=O)(=O)c2ccc(Cl)cc2)c1C | -3.2% | -3.3% | 8.7% | -17.4% | -3.0% | 7.9% | -2.5% | 8.8% | 3.5 | -3.2%
COc1ccc(CC(=O)N2CCN(c3ccccc3)CC2)cc1 | 0.3% | -5.1% | -8.5% | 9.3% | 2.2% | -5.2% | 2.4% | 11.1% | 10.8 | -2.6%
CC(C)c1ccc(NC(=O)CN2C(=O)COc3ccc(S(=O)(=O)N4CCOCC4)cc32)cc1 | 5.5% | -2.0% | -18.2% | x | 1.5% | -2.9% | -5.1% | 24.4% | 2.5 | -5.6%
CC(=O)Nc1ccc(S(=O)(=O)N2CCC(C(=O)NCc3ccco3)CC2)cc1 | 4.0% | 6.3% | -15.3% | x | -0.5% | -2.6% | -0.5% | 23.6% | -0.2 | -1.0%
Cc1cccc(NC(=O)c2cc(-c3cc(C)cc(C)c3O)n[nH]2)c1 | -20.4% | 2.2% | 39.3% | u | 4.7% | 4.7% | 7.1% | 0.3% | -9.9 | -1.2%
CCN(CC)c1ccc(/C=C2/C(=O)N(c3ccc([N+](=O)[O-])cc3)N=C2N2CCOCC2)cc1 | x | -15.9% | x | u | x | 13.5% | -3.7% | 8.7% | -10.5 | x
CCSc1nnc(NC(=O)C(CC)Oc2ccccc2)s1 (stereo not drawn) | -1.6% | 3.9% | 16.7% | 0.4% | 0.8% | -0.3% | 17.7% | -2.3% | x | -2.0%
Cc1cc(C)c(OCCN2CC(C)OC(C)C2)c(Br)c1 (stereo not drawn) | 1.8% | 3.7% | 40.0% | -10.6% | 2.6% | -0.8% | -5.4% | 4.6% | -2.0 | -3.1%
Cc1ccc(NS(=O)(=O)c2ccc3c(c2)NC(=O)C(C)C(=O)N3)c(Cl)c1 (stereo not drawn) | 1.6% | 3.2% | -13.1% | 0.4% | -1.6% | 3.9% | -0.1% | x | -10.6 | -0.7%
CCOc1ccccc1NC(=O)c1ccccc1N(C)S(=O)(=O)c1ccc(C)cc1 | -5.9% | x | -11.5% | x | 1.7% | x | x | x | x | 0.6%
CCCNC(=O)c1onc(CSc2ccc(Cl)cc2)c1C(=O)NC(C)C | -9.7% | 0.1% | 8.5% | x | -2.5% | x | 21.2% | x | -14.3 | -7.1%
Cc1cc(C)c2c(N)c3cccc(C)c3nc2n1 | x | 1.9% | -36.3% | 3.1% | 6.7% | u | -4.6% | -3.0% | -2.4 | 0.3%
Cc1ccc(Cn2c(SCCN3CCOCC3)nc3c2c(=O)n(C)c(=O)n3C)cc1 | 1.1% | 5.4% | u | -6.2% | x | 2.2% | 6.5% | 1.5% | 7.6 | -5.8%
COc1cccc(CNn2cnnc2)c1OCc1ccccc1F | 5.7% | 0.4% | 7.4% | 2.8% | x | -3.0% | -2.3% | 2.7% | -3.1 | 1.1%
COc1ccc(S(=O)(=O)N2CCOCC2)cc1NC(=O)CN1CCN(C)CC1 | -2.3% | 12.9% | -4.9% | x | -2.3% | x | -3.0% | x | -3.8 | -5.1%
O=C(O)CCn1cc(/C=C2/NC(=S)N(c3ccccc3)C2=O)c(-c2ccccc2)n1 | 0.4% | -3.3% | 20µM* | 11.6% | 1.6%[46.1 µM] | u | -2.3% | 6.3% | -5.8 | -0.7%
CCOC(=O)N1CCN(C(=O)CSCC(=O)Nc2nc(-c3cccs3)cs2)CC1 | -2.9% | 2.4% | -8.7%[7.66 µM] | -13.8% | 2.0%[46.1 µM] | 20.6% | -1.6% | 2.1% | -5.0 | -11.7%
COc1ccccc1OCCNC(=O)c1cc(F)c(F)cc1Cl | -1.2% | 2.3% | 31.4% | -0.5% | -6.4%[46.1 µM] | x | 0.6% | 1.4% | -1.1 | 0.1%
O=[N+]([O-])c1ccc(N2CCN(S(=O)(=O)c3ccccc3)CC2)c2cccnc12 | -7.6% | -0.7% | -30.7% | 0.3% | -0.4% | u | 26.4% | 2.3% | -11.5 | -3.3%
Cc1cccc(-n2nnc3c(=O)n(Cc4ccccn4)cnc32)c1 | -1.3% | -1.2% | -3.5% | -19.7% | -2.1% | -19.7% | 0.1% | 9.7% | 0.8 | -7.7%
CCOC(=O)N1CCN(S(=O)(=O)c2ccc3c(c2)CC(C)N3C(=O)C2CC2)CC1 (stereo not drawn) | -2.9% | 6.7% | 0.0% | 1.3% | 3.8% | -1.4% | -2.9% | 20.5% | -7.9 | -1.5%
COc1ccc(-c2cccc(NC(=O)c3ccc4c(c3)OCO4)c2)nn1 | -3.2% | 2.8% | 13.5% | x | 1.0% | x | 14.6% | x | -10.4 | 3.3%
CN(N)c1nc(N2CCCC2)nc(N2CCCC2)n1 | -4.0% | x | -10.2% | x | -9.1% | x | x | x | x | -0.4%
C=CCNC(=O)c1c(CSc2ccc(Cl)cc2)noc1C(=O)NCc1ccccc1 | -10.3% | x | -24.9% | x | 0.1% | x | x | x | x | 0.1%
COc1ccccc1N1CC(C)(C)C(=O)N(C(=O)c2ccc(Cl)cc2)C1=S | -1.4% | u | -38.3% | x | 0.3% | -7.7% | 2.1% | 32.8%[activator] | 2.3 | -0.2%

Screening results deposited in PubChem BioAssay by National Center for Advancing Translational Sciences (NCATS).

Only part of the results is shown; the hit share may differ from the screen's.
